# Bioassay records (PubChem BioAssay)
# MITF inh: human MITF inhibition, primary screen; O75030; AlphaScreen MITF homodimerization, bead proximity signal; inhibition, % at 2.6 µM; 650,000 tested, 0.91% active; AID 1259374; in the data active = inhibition above about 50%;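 also: 0% = vehicle wells with protein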
# TEAD-YAP inh: TEAD-YAP interaction inhibition | HEK-TIYL cells, TEAD-Gal4/YAP UAS-luciferase luminescence | inhibition, % at 9.12 µM | 640,000 tested, 1.4% active; in the data active = inhibition above about 32%;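 also: 0% = median of test compound wells and 100% = reference inhibitor wells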
# FBW7 activator: human FBW7 E3 ligase activation, primary screen; AID 1259310; 650,000 tested, 0.13% active; normalized activity (activation), % at 26.1 µM; AlphaScreen FBW7–phospho-cyclin E peptide binding, activator screen; Q969H0; in the data active = normalized activity above about 1.9%;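 also: purified mutant Fbw7 with reduced substrate affinity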
# Target sequence (Q969H0 whole entry, looked up): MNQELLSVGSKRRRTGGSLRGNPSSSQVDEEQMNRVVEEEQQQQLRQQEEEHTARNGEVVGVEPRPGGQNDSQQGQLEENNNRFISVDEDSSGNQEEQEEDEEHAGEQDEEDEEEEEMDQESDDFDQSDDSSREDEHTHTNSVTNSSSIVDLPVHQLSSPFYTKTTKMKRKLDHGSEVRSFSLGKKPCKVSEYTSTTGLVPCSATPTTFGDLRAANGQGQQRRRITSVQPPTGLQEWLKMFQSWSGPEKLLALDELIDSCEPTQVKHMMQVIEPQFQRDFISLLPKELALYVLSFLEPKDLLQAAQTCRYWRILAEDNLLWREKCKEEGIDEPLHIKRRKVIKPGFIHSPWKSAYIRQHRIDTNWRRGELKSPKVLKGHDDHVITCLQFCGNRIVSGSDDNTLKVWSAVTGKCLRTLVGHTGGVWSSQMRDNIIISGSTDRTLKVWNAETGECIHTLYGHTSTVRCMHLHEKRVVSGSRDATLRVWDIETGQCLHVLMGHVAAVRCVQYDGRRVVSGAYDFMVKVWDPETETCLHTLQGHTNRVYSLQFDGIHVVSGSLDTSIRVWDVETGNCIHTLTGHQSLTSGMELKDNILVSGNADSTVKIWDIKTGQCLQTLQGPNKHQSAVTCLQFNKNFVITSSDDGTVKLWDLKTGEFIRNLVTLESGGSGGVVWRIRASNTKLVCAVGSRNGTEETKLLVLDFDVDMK
# GPR151 ag: activators of human GPR151; Q8TDV0; PathHunter beta-arrestin GPR151 cells, luminescence; activation, % at 11.2 µM; 650,000 tested, 1% active; AID 1508602; in the data active = activation above about 4.9%;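 also: 0% = median of compound wells and 100% = cells with positive control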
# Target sequence (Q8TDV0 whole entry, looked up): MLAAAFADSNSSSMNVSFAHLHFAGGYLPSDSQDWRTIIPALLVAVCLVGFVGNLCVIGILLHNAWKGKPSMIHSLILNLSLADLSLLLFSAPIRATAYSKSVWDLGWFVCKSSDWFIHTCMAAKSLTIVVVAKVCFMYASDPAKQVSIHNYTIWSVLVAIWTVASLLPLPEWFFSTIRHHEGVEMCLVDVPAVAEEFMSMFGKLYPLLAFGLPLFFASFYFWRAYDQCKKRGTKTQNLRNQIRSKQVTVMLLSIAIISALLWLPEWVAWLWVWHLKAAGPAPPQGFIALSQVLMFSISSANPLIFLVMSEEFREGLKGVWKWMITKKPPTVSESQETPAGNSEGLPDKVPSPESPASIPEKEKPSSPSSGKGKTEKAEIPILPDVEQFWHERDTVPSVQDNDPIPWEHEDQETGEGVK
# Numbers without * were called inactive; nt = no result given.
SMILES,MITF inh,TEAD-YAP inh,FBW7 activator,GPR151 ag
CN(C)CCN1C(=O)CC(CC(=O)N2CCSCC2)(c2ccccc2F)C1=O (stereo unspecified),4,2,-0.1,0.4
CCOC(=O)C1CCCN(CCC(=O)Nc2ccc(Br)c(C)c2)C1 (stereo unspecified),-1,1,-0.1,0.5
O=C(CN(c1cccc(Cl)c1)S(=O)(=O)c1ccccc1)N/N=C/c1ccccc1O,-47,-7,0.2,-0.8
CCN(Cc1ccccc1)S(=O)(=O)c1cc(C(=O)OC)n(C)c1,12,5,0.5,3.7
Cc1cc(OCC(=O)Nc2ccc(S(N)(=O)=O)cc2)ccc1Br,0,-9,-0.1,2.2
CC(=O)Nc1ccc(S(=O)(=O)Nc2ccc3ccccc3c2)cc1,-2,4,-0.2,-0.7
COc1cccc(-c2ncc3ccccn23)c1,68*,-58,-0.8,-1.2
COc1cc(C2NC(=O)N(C)C(C)=C2C(=O)OCc2ccccc2)cc(Cl)c1O (stereo unspecified),-1,7,0.0,-0.7
O=C1CCC(C(=O)OCC(=O)N(C2CCCCC2)C2CCCCC2)=NN1,-12,6,0.7,-2.8
Cc1ccc(NC2=C(Cl)C(=O)OC2OC(=O)c2ccccc2Br)cc1 (stereo unspecified),-7,10,0.0,0.4
C=CCn1ccc2c(OCC(=O)c3ccccc3)cccc2c1=O,-1,-34,0.4,-0.9
O=C(CN1C(=O)c2cc(Cl)c(Cl)cc2C1=O)NCC(=O)OCC(=O)c1ccccc1,-3,-3,-0.1,1.9
C1=C2Nc3ccccc3N=C(c3ccccc3)C2NN1c1ccccc1 (stereo unspecified),7,3,0.2,-1.6
COc1ccc(S(=O)(=O)N2CCC(CO)(Cc3ccccc3C(F)(F)F)CC2)cc1,-4,-21,0.1,-2.5
O=c1c2ccccc2nc(-c2ccc(F)cc2)n1NCc1c(F)cccc1Cl,17,-11,0.2,1.0
CCOC(=O)CSc1nc2sc3c(c2c(=O)n1-c1ccccc1)C(C)CCC3 (stereo unspecified),9,5,0.6,-0.9
CCOc1ccc(CN2CCN(Cc3cnc(C)s3)CC2CCO)cc1 (stereo unspecified),3,3,-0.1,-1.3
O=S(=O)(c1ccc(Cl)cc1)N(CC(O)Cn1c2ccccc2c2ccccc21)c1ccc(Cl)cc1 (stereo unspecified),14,14,0.1,-1.7
O=C(NCCCSC1CCCCC1)c1ccc(N2CCCC2=O)cc1,8,-7,0.1,0.1
Cc1ccc2c(NC(=O)C(c3ccccc3)c3ccccc3)noc2n1,-11,1,-0.1,-1.9

# 3 compounds picked at random from the list so far:
SMILES,MITF inh,TEAD-YAP inh,FBW7 activator,GPR151 ag
CCOc1ccc(CN2CCN(Cc3cnc(C)s3)CC2CCO)cc1 (stereo unspecified),3,3,-0.1,-1.3
C=CCn1ccc2c(OCC(=O)c3ccccc3)cccc2c1=O,-1,-34,0.4,-0.9
O=S(=O)(c1ccc(Cl)cc1)N(CC(O)Cn1c2ccccc2c2ccccc21)c1ccc(Cl)cc1 (stereo unspecified),14,14,0.1,-1.7

# (list continues)
SMILES,MITF inh,TEAD-YAP inh,FBW7 activator,GPR151 ag
Cc1cccc(Oc2c(C(F)(F)F)oc3cc(OCC(=O)OCC(C)C)ccc3c2=O)c1,-5,5,0.0,-1.3
CC1CCCN(C(=O)C2CCN(Cc3ccccn3)CC2)C1 (stereo unspecified),18,4,-0.2,2.5
O=C(CN1C(=O)/C(=C/c2cccc(Br)c2)SC1=S)N1CCCC1,16,-3,0.1,4.1
Cc1ccc2oc(-c3ccc(NC(=O)c4ccc(Cl)c(Cl)c4)cc3)nc2c1,4,-29,0.5,-2.1
CCCCN(CCCC)S(=O)(=O)c1cc(Br)cnc1N,6,4,-0.1,0.1
CSc1ccccc1N1C(=O)CN(Cc2ccoc2)CC1C (stereo unspecified),-5,-7,0.0,-1.1
CCNc1ccc(C(=O)OCC(=O)OC(C)(C)C)cc1[N+](=O)[O-],5,-1,-0.3,0.1
CCC(C)c1ccc(NC(=S)NN2CCN(C)CC2)cc1 (stereo unspecified),-1,15,0.0,0.7
COCC(=O)NC(CC(C)C)c1nc2cccnc2n1C (stereo unspecified),-14,-23,0.2,-1.0
COc1cccc(C(=O)COC(=O)c2cccc(NC(=O)c3ccccc3)c2)c1,-3,-4,-0.3,6.1*
O=C1CCCC2=C1C(c1ccco1)Nc1ccc(C(=O)c3ccccc3)cc1N2 (stereo unspecified),6,3,0.0,0.3
Cc1ccc(C2C(C(=O)c3cccs3)=C(O)C(=O)N2CCCN2CCOCC2)cc1 (stereo unspecified),7,8,0.2,-1.2
CCN(CC)c1nc(NCc2ccccc2)nc(Nc2ccc3ncccc3c2)n1,15,-3,0.1,2.3
CCOc1ccc2nc(SCC(=O)Nc3ccccc3C#N)sc2c1,-4,-56,0.3,0.1
O=C1CCC2C(=O)N(CC(=O)N3CCCCC3)C(=O)C2C1 (stereo unspecified),6,0,0.1,-0.1
CCOC(=O)C1=C(C)N=c2s/c(=C/c3ccc(-c4ccc(C)c([N+](=O)[O-])c4)o3)c(=O)n2C1c1ccc2c(c1)OCO2 (stereo unspecified),-2,-4,-0.1,0.7
Cc1ccccc1Nc1nc(N)nc(COC(=O)c2cnc(Cl)c(Cl)c2)n1,5,-6,0.0,-0.2
CS(=O)(=O)n1nc(NCc2ccccc2)nc1NCc1ccccc1,-3,-20,-0.2,-1.3
CCOC(=O)c1sc(NC(=O)c2ccccc2[N+](=O)[O-])c(C(=O)OC)c1C,15,16,1.4,-0.3
CCCC1CCC(C2=N/C(=C\c3cccc(Cl)c3Cl)C(=O)O2)CC1 (stereo unspecified),4,-4,0.1,-0.9

# Some of the entries so far, tab-delimited.
compound	MITF inh	TEAD-YAP inh	FBW7 activator	GPR151 ag
Cc1ccc(C2C(C(=O)c3cccs3)=C(O)C(=O)N2CCCN2CCOCC2)cc1 (stereo unspecified)	7	8	0.2	-1.2
CCN(CC)c1nc(NCc2ccccc2)nc(Nc2ccc3ncccc3c2)n1	15	-3	0.1	2.3

# Next results
SMILES,MITF inh,TEAD-YAP inh,FBW7 activator,GPR151 ag
CCOC(=O)C1=C(O)/C(=C/c2ccco2)SC1=Nc1ccc(C)cc1,3,-7,0.0,-0.1
CCN(c1ccccc1)S(=O)(=O)c1ccc(C(=O)Nc2ccc(Cl)cc2)cc1,12,8,0.0,1.1
COc1cc(CO)ccc1OCC(=O)N1CCc2ccccc21,10,-4,-0.1,-0.8
O=C(CSc1ccc(F)cc1)Nc1ccc(N2CCOCC2)c(Cl)c1,20,6,0.5,-1.2
O=C(Nc1ccc([N+](=O)[O-])cc1O)c1cccc2c(Br)cccc12,12,12,0.0,-0.9
Cc1ccc(COc2coc(CSc3nncn3C)cc2=O)cc1,8,-11,0.1,1.0
CC1CC(C)CN(S(=O)(=O)c2ccc(C(=O)N(CC(N)=O)C(C)C)cc2)C1 (stereo unspecified),-8,1,-0.1,3.6
COc1cccc2c1OC1(C=C2)N(C)c2ccccc2C1(C)C (stereo unspecified),-8,12,0.4,1.3
Cc1cc(C)n2nc(C(=O)N/N=C/c3ccc4ccccc4c3)nc2n1,11,-13,-0.1,-1.5
Cc1ccccc1-c1nnn(CC(=O)Nc2ccc(Cl)cc2)n1,-8,-9,0.1,0.7
COc1ccc(Nc2ncnc3c2cnn3C)cc1,16,-12,0.1,-0.5
CCCN(CCC)/C(=N/S(=O)(=O)c1ccccc1)C(F)(F)F,-9,-6,-0.1,-1.8
CCCn1c2ccccc2c2nnc(SCC(=O)Nc3ccccc3OC)nc21,16,22,0.0,-0.2
COc1ccc(N2C(=O)CN(Cc3ccc4ncccc4c3)CC2(C)C)cc1,8,15,0.1,0.3
COc1cnc(Oc2ccc3ccccc3c2)nc1C,2,-6,-0.2,1.8
COCCN1C(=O)/C(=C\c2cccc(Br)c2)C(C(=O)OC)=C1C,-8,-6,0.0,1.7
Cc1ccccc1NC(=O)c1cccc(Nc2nc(-c3ccccc3)c3cc(Br)ccc3n2)c1,-2,7,0.0,0.4
O=S(=O)(Nc1nc2ccccc2s1)c1ccc(Br)cc1,-14,3,0.1,2.2
CN(CC(=O)Nc1ccc(C(=O)O)cc1)S(=O)(=O)c1ccccc1,45,-5,0.0,0.9
CC(=O)Nc1ccc(S(=O)(=O)NCCc2nc(-c3ccccc3)cs2)cc1,20,-1,0.0,-0.8

# In a second layout: entries from further up.
# Below each compound: MITF inh | TEAD-YAP inh | FBW7 activator | GPR151 ag
> COc1cnc(Oc2ccc3ccccc3c2)nc1C
  2 | -6 | -0.2 | 1.8
> Cc1ccccc1NC(=O)c1cccc(Nc2nc(-c3ccccc3)c3cc(Br)ccc3n2)c1
  -2 | 7 | 0.0 | 0.4
> COc1ccc(N2C(=O)CN(Cc3ccc4ncccc4c3)CC2(C)C)cc1
  8 | 15 | 0.1 | 0.3
> COCCN1C(=O)/C(=C\c2cccc(Br)c2)C(C(=O)OC)=C1C
  -8 | -6 | 0.0 | 1.7
> CCCn1c2ccccc2c2nnc(SCC(=O)Nc3ccccc3OC)nc21
  16 | 22 | 0.0 | -0.2

# (more compounds)
SMILES,MITF inh,TEAD-YAP inh,FBW7 activator,GPR151 ag
COc1ccc(OCCCC(=O)Nc2cc(OC)ccc2OC)cc1,19,9,0.1,-1.1
O=C(NCCN1CCOCC1)c1cccc(-n2ncc3cc(Nc4ccccc4F)ccc32)n1,-4,-2,-0.1,0.2
NC(=O)NC(=O)COC(=O)c1ccccc1Br,-5,-9,-0.1,-0.1
Fc1cccc(-c2nc3cc(F)c(Cl)cc3nc2-c2cccc(F)c2)c1,11,-3,-0.1,0.5
Nc1c(C(=O)O)sc2nc(-c3ccccc3)ccc12,-6,-23,0.1,0.0
O=C(NC1CCCCCC1)c1cccc2c1C(=O)N(Cc1cccnc1)C2,32,-13,0.0,0.9
O=C(CSc1ncnc2c1nnn2-c1ccc(F)cc1)N1CCCC1,8,5,0.0,-0.7
O=C1C=C(NCc2ccco2)C(=O)N1Cc1ccco1,12,2,-0.1,-0.5
Cc1cc(C)nc(N(C#N)C(C(=O)c2ccccc2)c2ccccc2)n1 (stereo unspecified),12,-6,-0.2,0.1
CC(=O)Nc1ccccc1C(=O)C(=O)Nc1ccc(Br)cc1,7,-20,0.0,0.8
COc1cc(NC(=O)c2cccc(-n3cc(NC(=O)Nc4cc(C)ccc4Cl)cn3)c2)cc(OC)c1OC,-1,-20,0.0,-0.3
C(#Cc1ccc(C#Cc2ccccc2)nn1)c1ccccc1,-3,-10,0.1,-1.1
COC(=O)C1=C(C(=O)OC)[C@@H]2Nc3ccccc3[C@@]23C[C@@H](C(=O)OC)N(C(=O)NC2CCCC2)C3=N1,13,nt,0.2,-2.6
CC(=O)Oc1ccc(C(=O)Nc2ccc3nc(-c4cccc(Cl)c4)oc3c2)cc1,17,-6,0.1,-1.5
CC(C)N(C(=O)c1ccco1)c1nnc(-c2cccnc2)s1,9,-1,0.0,0.0
O=c1[nH]c(-c2ccccc2)nc2c1oc1ccccc12,12,-6,0.0,-0.9
CN(CCc1ccccc1)C1CCCN(C(=O)c2ccc[n+]([O-])c2)C1 (stereo unspecified),4,0,0.0,0.1
CCc1ccc(C(=O)CN2C(=O)NC3(CCCC3)C2=O)cc1,-6,-72,0.1,0.7
NS(=O)(=O)c1cc(Cl)c(NC(=O)CSc2ncnc3ccccc23)c(Cl)c1,-11,2,0.2,1.3
Cc1ccc(C)c(C2C(C#N)=C(N)Oc3[nH]c(=O)[nH]c(=O)c32)c1 (stereo unspecified),14,3,-0.7,-0.4
Cc1ccccc1-n1c(-c2ccc(Cl)cc2)n[nH]c1=S,8,-9,0.0,0.6
Cc1ccc(CN2CCN(C(=O)C3CCCCC3)CC2)cc1,-11,9,0.1,0.4
CCOC(=O)N1CCN(S(=O)(=O)c2ccc(C(=O)Nc3sccc3C#N)cc2)CC1,2,19,0.1,-0.2
COc1ccccc1CC(=O)Nc1ccc(-c2nnc(-c3ccccc3)o2)cc1,9,-2,1.6,0.8
Cc1ccc(-n2c(-c3cc(C)nn3C)n[nH]c2=S)cc1,10,3,-0.1,-0.3
CCOC(=O)c1cc2c(=O)n3ccccc3nc2n(CC2CCCO2)c1=NC(=O)c1cccc(C(F)(F)F)c1 (stereo unspecified),7,5,0.1,2.1
O=C(NCCCCNC(=O)c1ccc(Br)o1)c1ccc(Br)o1,-10,4,0.1,-0.8
CCOC(=O)c1c(NC(=O)C2CCCCC2)sc(C(C)=O)c1C,1,11,-0.1,-0.6
CC1CCCC(C)N1/C(=N\S(=O)(=O)c1ccccc1)c1ccccc1 (stereo unspecified),-6,5,0.0,0.8
COc1ccccc1CNC(=O)C1CCC(Cn2c(=S)[nH]c3ccccc3c2=O)CC1 (stereo unspecified),53*,-17,0.1,1.9
O=C(O)CNC(=O)COc1ccc2ccccc2c1,-8,1,0.0,1.8
CCOc1ccc(NC(=O)Cn2c(C)nc3sc4c(c3c2=O)CCCC4)cc1,17,2,0.2,1.4
Cc1ccc(N(C)S(=O)(=O)c2ccc(-n3cccn3)cc2)cc1,9,1,0.2,-1.5
Cc1ccsc1/C=N/NC(=O)C(N)=O,-5,-14,0.1,0.5
O=c1[nH]c(/C=C\c2ccc(O)cc2)nc(O)c1[N+](=O)[O-],6,-5,0.0,0.8
COc1ccccc1N1CC(O)=C(c2nc3ccccc3c(=O)[nH]2)C1=N,-3,-5,-0.1,1.2
O=C1c2ccc(S(=O)(=O)c3ccc4c(c3)C(=O)N(Cc3cccnc3)C4=O)cc2C(=O)N1Cc1cccnc1,4,0,-0.1,1.4
O=C(CSc1nc2ccsc2c(=O)n1Cc1ccco1)c1ccc(Cl)cc1,3,-1,0.0,-0.8
Cc1cc(C)nc(Sc2cccc(N)c2)n1,10,-14,0.1,0.4
NC(=O)CSc1nc2ccccc2c(=O)n1-c1ccc(Cl)cc1,11,12,0.1,0.0
O=C(O)CCC(=O)N1N=C(c2cccs2)CC1c1cccs1 (stereo unspecified),13,2,0.3,-0.8
